From PubChem
BAZ2B block: BAZ2B (human) inhibition. Q9UIF8. AlphaScreen BAZ2B-H3K14Ac peptide displacement. Potency, µM (top dose mostly 114 µM), for the others: at the top dose activity change, negative = inhibition, actives largely listed as inhibitors. hit rate 4.4% among 360,000; further: potency means the concentration at half of the fitted maximal effect; on the % scale 0 is the no-effect control and ±100 the full control effect; nearly all actives have a fitted effect of over 60% in size
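Inhibition is scored as reduced AlphaScreen emission. The BAZ2B/b-H3(5-23)K14Ac complex (50 nM each) in PBS pH 7.4, 0.01% Tween-20 meets compound (up to 110 uM) for 30 min at RT before bead addition.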
GLS inh: inhibitors of human glutaminase (GLS). GLS enzymatic activity, qHTS titration. hit rate 0.21% among 410,000. O94925. Potency, µM (top dose mostly 45.5 µM), for inactives: at the top dose activity change, negative = inhibition, hits mostly inhibitors; further: potency means the concentration at half of the fitted maximal effect; on the % scale 0 is the no-effect control and ±100 the full control effect
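Two-point fluorescence kinetic (t0, 30 min RT) for hKGA; glutamate detected via glutamate oxidase–HRP–Amplex Red. Substrate: 1 mM L-glutamine solution; buffer 45 mM KH2PO4, pH 8.2.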
PI4K2A block: blocks human PI4K2A kinase activity | purified PI4K2A, ADP-Glo luminescence, 1 h; active compounds read low | activity change, negative = inhibition, % at 76.9 µM | hit rate 0.13% among 420,000 | AID 1346378; in the data active means activity change below about -50%; inconclusive means mostly about -30% to -49%;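 further: -100% = wells without enzyme as full effect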
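In this quantitative HTS, ADP production by PI4K2A was quantified luminescently after 1 h at ambient temperature; 100 microM adenosine served as plate-quality control.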
ERG Ets-DNA blk: blocks human ERG Ets domain binding to DNA | P11308 | fluorescence polarization, His-ERG Ets domain / labelled DNA | Potency, µM (highest dose often 76.9 µM), without a hit: top-dose FP activity, negative = inhibition, most hits filed as inhibitors | hit rate 0.028% among 370,000 | AID 624246; active means well fitted inhibition curve with a large enough effect in the polarisation, with a control signal flat; inconclusive means small, poorly fitted or top-dose-only effect, or effect the other way, or a change in a side signal; inactive means no such curve, though single readings can be large or run the other way; the % refers to the polarisation;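 further: polarization taken with two DNA probes labelled with fluorescein and Texas red; potency means the concentration at half of the fitted maximal effect; % of control where 0% means no effect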
Target sequence (P11308 whole entry, looked up, the tested form may be a part): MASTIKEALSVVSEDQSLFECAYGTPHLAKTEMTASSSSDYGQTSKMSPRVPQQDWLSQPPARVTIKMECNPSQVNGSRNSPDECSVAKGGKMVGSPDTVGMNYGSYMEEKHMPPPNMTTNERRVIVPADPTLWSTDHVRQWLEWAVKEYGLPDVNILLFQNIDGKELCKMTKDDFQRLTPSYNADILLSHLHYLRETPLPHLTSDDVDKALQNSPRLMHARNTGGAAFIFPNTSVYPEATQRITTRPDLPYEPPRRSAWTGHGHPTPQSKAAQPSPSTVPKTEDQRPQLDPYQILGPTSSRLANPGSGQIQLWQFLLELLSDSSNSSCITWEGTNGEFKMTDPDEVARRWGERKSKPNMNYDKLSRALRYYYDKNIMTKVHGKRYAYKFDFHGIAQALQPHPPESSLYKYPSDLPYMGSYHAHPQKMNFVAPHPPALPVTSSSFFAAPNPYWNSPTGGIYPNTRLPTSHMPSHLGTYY
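His-tagged ERG Ets domain (1 uM in the protein solution; 300mM KCl, 50mM Tris-HCl, 1mM EDTA, 1mM DTT, pH 7.5) received compound, then a probe mix of 5 nM fluorescein-DNA and 100nM Texas-615-DNA. Fluorescence polarization was read for both dyes.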
JMJD2A Tudor: blocks the human JMJD2A Tudor domain | AlphaScreen JMJD2A-Tudor / H3K4me3 peptide binding | Potency, µM (highest dose often 114 µM), without a hit: at the highest dose activity change, negative = inhibition, usual class: inhibitors | hit rate 4.4% among 390,000; further: potency means the concentration at half of the fitted maximal effect; on the % scale 0 is the no-effect control and ±100 the full control effect; nearly all actives have a fitted effect of over 50% in size
HP1b binding inh: HP1-beta chromodomain-methylated histone interaction inhibition; AlphaScreen HP1-beta / biotin-H3K9me3 peptide binding; Potency, µM (highest dose often 114 µM), for inactives: top-dose activity change, negative = inhibition, hits mostly inhibitors; hit rate 0.56% among 390,000; AID 540317; further: potency means the concentration at half of the fitted maximal effect; nearly all actives have a fitted effect of over 70% in size; inactives centre near 23
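Compound inhibition of the preformed complex between 50 nM HP1-beta and 50 nM biotinylated H3K9me3 peptide was read by AlphaScreen. Buffer was PBS pH 7.4 with 0.01% Tween-20. Incubations ran 30 min at room temperature, with 10 ug/mL donor/acceptor beads.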
PGK inhibitor: blocks T. brucei phosphoglycerate kinase; AID 602233; hit rate 0.043% among 380,000; P07378; Potency, µM (series often up to 57.5 µM), without a hit: top-dose activity change, negative = inhibition, hits mostly inhibitors; PGK/GAPDH coupled, Kinase-Glo luminescence, 60 min; further: potency means the concentration at half of the fitted maximal effect; on the % scale 0 is the no-effect control and ±100 the full control effect; nearly all actives have a fitted effect of over 60% in size
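Luminescent ATP detection (Kinase-Glo Plus) follows a 60-minute room-temperature incubation, with wells lacking PGK as controls. Buffer: 100 mM TEA (pH 7.6), 5 mM MgCl2, 0.01% Tween-20. Coupling enzyme GAPDH (100 nM final) supplies unstable 1,3-BPG in-well.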
G9a block: blocks human histone lysine methyltransferase G9a. Q96KQ7. G9a H3K9 monomethylation, AlphaScreen, 2 h. Potency, µM (titrated, usually from 102 µM), for the others: at the highest dose activity, negative = inhibition, actives largely listed as inhibitors. hit rate 8.8% among 350,000. AID 504332; further: potency means the concentration at half of the fitted maximal effect; on the % scale 0 is the no-effect control and ±100 the full control effect; nearly all actives have a fitted effect of over 75% in size
Target sequence (Q96KQ7 913-1193 limits assumed): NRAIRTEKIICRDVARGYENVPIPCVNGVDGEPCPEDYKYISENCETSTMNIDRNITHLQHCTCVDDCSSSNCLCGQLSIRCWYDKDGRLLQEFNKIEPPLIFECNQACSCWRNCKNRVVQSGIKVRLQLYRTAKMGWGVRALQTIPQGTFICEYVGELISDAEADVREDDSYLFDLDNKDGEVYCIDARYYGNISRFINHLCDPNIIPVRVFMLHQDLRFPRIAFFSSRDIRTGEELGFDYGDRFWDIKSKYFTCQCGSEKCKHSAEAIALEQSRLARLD
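Step 1: enzyme (final 20 nM) with compound, 15 min RT. Step 2: substrate peptide 500 nM and SAM 20 uM, 2 h RT. Step 3: anti-H3K9me1 antibody and AlphaScreen beads, 10 min, then plate read.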
Pin1 inh: inhibitors of human Pin1 | Q13526 | hit rate 0.009% among 390,000 | Pin1 FP peptide displacement, HiFluor488, 10 min | Potency, µM (top dose mostly 115 µM), inactives show at the highest dose activity, negative = inhibition, hits mostly inhibitors | AID 504891; active means well fitted inhibition curve with a large enough effect in the polarisation, with a control signal flat, not every such curve was filed as active; inconclusive means small, poorly fitted or top-dose-only effect, or effect the other way, or a change in a side signal; inactive means no such curve, though single readings can be large or run the other way; the % refers to the polarisation; further: potency means the concentration at half of the fitted maximal effect; on the % scale 0 is the no-effect control and ±100 the full control effect
Target sequence (Q13526 whole entry, looked up): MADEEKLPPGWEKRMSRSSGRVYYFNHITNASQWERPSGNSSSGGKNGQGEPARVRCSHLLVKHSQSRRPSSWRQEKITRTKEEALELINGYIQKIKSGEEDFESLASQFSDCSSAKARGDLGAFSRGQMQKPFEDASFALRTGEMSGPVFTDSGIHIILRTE
* marks the source's active call; other numbers are inactive results; i = inactive; ? = inconclusive; / = no result given; [ ] = dose if it differs, or a comment. Unless noted, the call rests on the fitted dose curve; in most records, active means well fitted curve in the direction sought with a large enough effect; inconclusive means small, poorly fitted or top-dose-only effect, or another doubt; inactive means no such curve, though single readings can be large; an effect the other way counts as inactive or inconclusive.

SMILES	BAZ2B block	GLS inh	PI4K2A block	ERG Ets-DNA blk	JMJD2A Tudor	HP1b binding inh	PGK inhibitor	G9a block	Pin1 inh
CCC1C(=O)Nc2ccccc2N1C(=O)c1ccc(Cl)nc1 (stereo unspecified)	5%	9%	0	-2%	100µM*	21%	5%	31%[activator]	0%
Cc1ccc(NC(=O)Cn2cc(C(=O)C3CC3)c3ccccc32)cc1C	-1%	-12%	-1	-2%	-17%	11%	0%	4%[59 µM]	-6%
COc1ccc(Nc2oc(-c3ccc(COc4ccc(OC)cc4)o3)nc2C#N)cc1	?	5%	-3	1%	-23%	21%	-1%	-25%[59 µM]	11%
N[C@@H](Cc1ccc(O)cc1)c1nnc([C@H](CCC(=O)O)NC(=O)C2CCNCC2)o1	?	29%	-2	-17%	-7%	49%[activator]	4%	?	2%
CCc1nnc(NC(=O)CSc2nnc(Cc3cccn3C)n2CCOC)s1	5%	7%	2	-2%	-21%	22%	-2%	?	-7%
O=C(c1ccc(SCc2cccc(Br)c2)c([N+](=O)[O-])c1)N1CCN(c2ccccn2)CC1	-36%	7%	5	-3%	?	?	-7%	?	-2%
O=C(CSc1ccc(Cl)cc1)NCc1ccco1	-34%	6%	-5	-8%	-15%	38%	-10%	/	-5%
COC(=O)C1CCN(C(=O)COC(=O)CC(NC(N)=O)c2ccc(Cl)cc2)CC1 (stereo unspecified)	1%	11%	-4	-1%	-12%	30%	-6%	12%	-10%
O=C(Oc1cccc2ccccc12)c1ccccc1	/	3%	-3	9%	7%	37%[activator]	-7%	/	-3%
CCOC(=O)C1=C(C)NC2=C(C(=O)c3ccccc32)C1c1cccnc1 (stereo unspecified)	-1%	-4%	-1	-6%	4%	19%	-2%	-33%[12.7 µM]	-2%
CC(=O)c1ccc(NC(=O)C[n+]2cccc(C)c2)cc1	-12%	-2%	-5	-5%	-15%	32%	-8%	7%	9%
CCOC(=O)C1CCN(C(=O)c2n[nH]c(=O)c3ccccc23)CC1	1%	3%	-5	-12%	2%	12%	1%	4%[59 µM]	1%
CSc1ccc(C(=O)C2CCCN(C(=O)c3ccc4c(c3)no[n+]4[O-])C2)cc1 (stereo unspecified)	-38%	-6%	4	8%	-26%	7%	i	9%	12%
CSc1ncccc1C(=O)OCC(=O)N(CC(C)C)C1CCS(=O)(=O)C1 (stereo unspecified)	6%	-2%	4	4%	-6%	27%	0%	19%[59 µM]	-2%
CC(Sc1nnc2ccc3ccccc3n12)C(=O)Nc1ccc(Cl)cc1 (stereo unspecified)	-16%	1%	2	1%	?	63%[activator]	i	?	7%
COc1ccc(S(=O)(=O)CC2(O)CCN(C(=O)CC(C)C)CC2)cc1	13%	1%	-2	3%	-9%	15%	-9%	55%[activator]	-9%
CCOC(=O)N1CCC(n2c(SCC(=O)N3CCC(C)CC3)nc3ccccc3c2=O)CC1	7%	4%	-6	-6%	-20%	26%	9%	-8%[59 µM]	4%
O=C(NCC(c1cccnc1)N1CCOCC1)NC1CCCCC1 (stereo unspecified)	10%	1%	4	5%	-14%	31%	7%	-15%	-2%
COCCN1CCN(C(=O)C2CCC(=O)N(Cc3ccccc3OC)C2)CC1 (stereo unspecified)	-4%	-4%	3	?	-1%	49%[activator]	-1%	-3%	-11%
O=C(CCn1c(=O)oc2ccccc21)NCc1ccco1	-3%	-1%	0	-7%	-12%	33%	-6%	5%	-7%
COc1cc(C(=O)NNC(=O)COc2ccc(C)cc2)ccc1OCC(=O)N1CCOCC1	11%	17%	-3	0%	-15%	26%	8%	19%[12.7 µM]	7%
O=C(Cc1ccccc1)N1CCC(C(=O)N2CCN(c3ccc(F)cc3)CC2)CC1	12%	23%	1	3%	-12%	-2%	3%	4%	0%
Cc1cc(C)cc(NC(=O)N2CCN(C/C=C/c3ccccc3)CC2)c1	?	3%	2	-2%	-33%	6%	-3%	-34%	-8%
S=C(N/N=C/c1cccc2ccccc12)Nc1cccc(Cl)c1	79µM*	-3%	0	1%	-20%	9%	-8%	-1%	7%
CCOC(=O)N1CCC(=NNC(=O)NC2CCCCC2)CC1	-23%	-1%	-4	-3%	-11%	36%	-1%	-28%	-7%
SMILES	BAZ2B block	GLS inh	PI4K2A block	ERG Ets-DNA blk	JMJD2A Tudor	HP1b binding inh	PGK inhibitor	G9a block	Pin1 inh
COc1ccc(C(=O)Nn2c(CC(C)C)nc3cc(Cl)ccc3c2=O)c(OC)c1	7%	-5%	33	-12%	1%	46%[activator]	-6%	6%	0%
Cc1ccc(NC(=S)N=Nc2c(O)n(C)c3ccc(S(=O)(=O)N4CCOCC4)cc23)cc1C	-34%	3%	0	0%	-15%	2%	8%	-21%	1%
CCNc1nc(Cl)nc(NCc2ccccc2)n1	-8%	16%	-6	6%	-9%	37%	-1%	69%[activator][59 µM]	2%
Cc1cc(CNC(=O)COc2ccc([N+](=O)[O-])cc2)c2ccccc2n1	2%	2%	0	-7%	0%	16%	-1%	-30%	-5%
Cc1cccc(OCC(=O)N/N=C\c2cccn2C)c1C	?	-4%	-4	7%	-15%	2%	i	-19%	0%
CCOCc1nnc(NC(=O)C2CC(=O)N(C3CCCC3)C2)s1 (stereo unspecified)	1%	-10%	10	9%	6%	14%	-2%	?	0%
O=C(CN1CCN(C(=O)CNC(=O)c2ccc3c(c2)OCO3)CC1)Nc1ccc(F)cc1	3%	-9%	-17	21%	-10%	45%[activator]	0%	33%[12.7 µM]	1%
COc1ccc(CCNC(=O)CN(C2CCCCC2)S(C)(=O)=O)cc1OC	45%[activator]	-3%	1	/	-30%	19%	5%	32µM*	-16%
Nc1cccnc1Sc1cc(Cl)cc(Cl)c1	5%	0%	2	1%	-8%	25%	-6%	-4%[59 µM]	0%
CCOc1cc(NC(=O)c2ccco2)c(OCC)cc1NC(=O)CCc1ccccc1OC	-2%	-4%	-6	-22%	-3%	22%	-4%	?	7%
CCCC(=O)NC(=S)Nc1ccccc1C(=O)OC	9%[57.1 µM]	-5%	10	4%	-16%[11.4 µM]	-8%	-3%	40µM*	1%
COC(=O)CSc1nnc(-c2cccc(O)c2)o1	1%	7%	-11	3%	-18%	32%[57 µM]	-6%	-5%[59 µM]	1%
CN(C)c1nccc(N(Cc2ccccc2)Cc2ccccc2)c1C#N	18%	6%	0	-2%	29%	71%[activator]	-4%	44%[activator]	2%
CCOc1ccc(Br)cc1CC(=O)O	/	3%	8	-2%	-8%	31%	6%	/	-4%
COc1ccccc1CCNC(=O)C1CCCO1 (stereo unspecified)	2%	-1%	2	1%	-4%	47%	-1%	5%[12.7 µM]	7%
Cc1cc(C)cc(C(=O)NCC(=O)OCC(=O)NCC(F)(F)F)c1	/	46%[activator]	-8	-3%	-1%	16%	11%	4%	-6%
Cc1c(/C=N/NC(=O)COc2ccccc2[N+](=O)[O-])c2ccccc2n1C	-35%	-3%	4	5%	-20%	10%	i	9%[59 µM]	2%
COc1cc(NC(=O)CN2CCN(S(=O)(=O)c3ccc(Br)cc3)CC2)cc(OC)c1	51%[activator][57.1 µM]	4%	-1	-2%	-3%	60%[activator]	-8%	-3%[59 µM]	1%
COc1ccc(CCN2CCCC(CN(C)C(=O)c3ccoc3C)C2)cc1 (stereo unspecified)	?	-1%	-6	6%	-12%	1%	i	-2%	-7%
Cc1cc(NC(=O)CN2CCCC(C)C2)no1 (stereo unspecified)	1%	?	0	-3%[15.4 µM]	2.8µM*	50µM*	2%	/	0%

Structures from the list above that have an aryl methoxy group (10):
SMILES	BAZ2B block	GLS inh	PI4K2A block	ERG Ets-DNA blk	JMJD2A Tudor	HP1b binding inh	PGK inhibitor	G9a block	Pin1 inh
COc1ccc(Nc2oc(-c3ccc(COc4ccc(OC)cc4)o3)nc2C#N)cc1	?	5%	-3	1%	-23%	21%	-1%	-25%[59 µM]	11%
COc1ccc(S(=O)(=O)CC2(O)CCN(C(=O)CC(C)C)CC2)cc1	13%	1%	-2	3%	-9%	15%	-9%	55%[activator]	-9%
COCCN1CCN(C(=O)C2CCC(=O)N(Cc3ccccc3OC)C2)CC1 (stereo unspecified)	-4%	-4%	3	?	-1%	49%[activator]	-1%	-3%	-11%
COc1cc(C(=O)NNC(=O)COc2ccc(C)cc2)ccc1OCC(=O)N1CCOCC1	11%	17%	-3	0%	-15%	26%	8%	19%[12.7 µM]	7%
COc1ccc(C(=O)Nn2c(CC(C)C)nc3cc(Cl)ccc3c2=O)c(OC)c1	7%	-5%	33	-12%	1%	46%[activator]	-6%	6%	0%
COc1ccc(CCNC(=O)CN(C2CCCCC2)S(C)(=O)=O)cc1OC	45%[activator]	-3%	1	/	-30%	19%	5%	32µM*	-16%
CCOc1cc(NC(=O)c2ccco2)c(OCC)cc1NC(=O)CCc1ccccc1OC	-2%	-4%	-6	-22%	-3%	22%	-4%	?	7%
COc1ccccc1CCNC(=O)C1CCCO1 (stereo unspecified)	2%	-1%	2	1%	-4%	47%	-1%	5%[12.7 µM]	7%
COc1cc(NC(=O)CN2CCN(S(=O)(=O)c3ccc(Br)cc3)CC2)cc(OC)c1	51%[activator][57.1 µM]	4%	-1	-2%	-3%	60%[activator]	-8%	-3%[59 µM]	1%
COc1ccc(CCN2CCCC(CN(C)C(=O)c3ccoc3C)C2)cc1 (stereo unspecified)	?	-1%	-6	6%	-12%	1%	i	-2%	-7%
